# High-throughput results (PubChem)
# ALOX12 inh: ALOX12 (human) lipoxygenase inhibition. Potency, µM (top dose mostly 108 µM), inactives show top-dose activity change, negative = inhibition, usual class: inhibitors. AID 1671190. purified 12hLO, xylenol orange hydroperoxide absorbance. 1.1% of 580,000 active; active = well fitted inhibition curve with a large enough effect; inconclusive = small, poorly fitted or top-dose-only effect, or another doubt; inactive = no such curve, though single readings can be large or run the other way
# Target sequence (P18054 whole entry, looked up): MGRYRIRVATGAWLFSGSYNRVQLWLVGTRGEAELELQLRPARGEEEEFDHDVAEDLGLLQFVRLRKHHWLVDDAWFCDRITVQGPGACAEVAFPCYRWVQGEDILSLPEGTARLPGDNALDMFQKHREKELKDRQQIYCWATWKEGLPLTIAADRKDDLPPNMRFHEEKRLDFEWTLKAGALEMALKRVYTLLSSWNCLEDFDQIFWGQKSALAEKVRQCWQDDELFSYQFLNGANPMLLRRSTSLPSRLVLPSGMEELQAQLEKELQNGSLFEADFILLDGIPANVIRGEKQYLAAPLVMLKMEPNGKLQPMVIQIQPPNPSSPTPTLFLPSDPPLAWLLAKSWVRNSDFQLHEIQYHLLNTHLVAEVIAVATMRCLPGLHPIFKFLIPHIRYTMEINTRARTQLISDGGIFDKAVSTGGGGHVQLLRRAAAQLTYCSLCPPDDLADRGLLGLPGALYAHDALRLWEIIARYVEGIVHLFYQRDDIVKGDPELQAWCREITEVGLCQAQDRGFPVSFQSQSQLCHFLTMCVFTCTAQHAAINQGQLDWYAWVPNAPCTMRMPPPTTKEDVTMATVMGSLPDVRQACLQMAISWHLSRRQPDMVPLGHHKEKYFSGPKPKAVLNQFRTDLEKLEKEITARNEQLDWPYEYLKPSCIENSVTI
#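 Purified human 12hLO at 150 nM in 25 mM Hepes, 0.01% Triton X-100, pH 7.0, preincubated 15 min at room temperature with compound. Reaction started with 40 uM arachidonic acid, 30 min at room temperature. Hydroperoxide measured by Fe-xylenol orange, 573/405 nm absorbance ratio.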
# Numbers without * were called inactive; ? = inconclusive; [ ] = remark or other dose. % is scaled to controls: 0 for no effect and ±100 for the full control effect; potency is read from the fitted curve at half-maximal effect. Only part of the results is shown; rates above refer to the full screens.
SMILES,ALOX12 inh
Clc1ccc(NC2(c3nnnn3-c3ccccc3)CCCCC2)cc1,-18.5%
Cn1cccc1C(=O)N[C@H]1C[C@H]2C(=O)Nc3cc(Cl)ccc3C(=O)N2C1,4.7%[176 µM]
CC[C@@H]1Cc2[nH][nH]c(=O)c2[C@H](CC(C)C)O1,0.0%
COCCC1(N(C)C)CCN(C(=O)Cc2ccccc2)CC1,36.3%
CN1CCN(C(=O)c2cn(C)c3ccccc23)C(c2ccccc2)C1 (stereo not given),36.8%[activator]
COc1ccc(-c2ccccc2NC(=O)C2CCCN2C(=O)c2cccnc2)cc1 (stereo not given),14.6%
CCOC(=O)C(C)Sc1nc2c(c(=O)[nH]c(=O)n2C)n1Cc1cccc(Br)c1 (stereo not given),-1.1%
CCCCOCCCNC(=O)C[C@@H]1C[C@@]2(C(=O)OCC)CCC=C2N(Cc2ccc(Cl)cc2Cl)C1=O,-18.8%
CCn1cnc2c1c(=O)n(CC(=O)c1cc(C)n(C(C)COC)c1C)c(=O)n2Cc1ccccc1 (stereo not given),-5.5%
CN1CCC(Cn2ccc3c(N4CCOCC4)nc(-c4cccc(C(N)=O)c4)cc32)CC1,3.8%[176 µM]
CCCCCCCCOC(=O)C1C(c2ccccc2)C(C(=O)O)C1c1ccccc1 (stereo not given),?
CC1=C[C@@H](CN2CCN(CCO)CC2)[C@H](C(C)C)C[C@H]1Cc1nnc(-c2ccccc2F)o1,23.0%
OC[C@@H]1CN(CCCc2ccccc2)C[C@H]1c1nc(C2CC2)no1,13.5%
CC(C)c1ccc(-c2nnn(Cc3cc(=O)n4ccsc4n3)n2)cc1,-19.2%
COCCN1C(=O)c2ccccc2C(C(=O)NCc2ccccc2)C12CCCCC2 (stereo not given),40.6%[activator]
CCOC(=O)C1=C(C)N(C)C(=O)NC1c1cccc(Cl)c1Cl (stereo not given),0.7%
CCCCN(CC)C(=O)c1ccc2nc(C)c(C)nc2c1,-0.9%
O=C(NCc1cccc(C(F)(F)F)c1)c1ccc2nc([C@H]3C[C@H](O)[C@@H](CO)O3)[nH]c2c1,?
COc1cccc(N2C(=O)NC(=NC3CCCC3)C23CCN([S+](=O)([O-])c2cccc(OC)c2)C3)c1 (stereo not given),0.7%[6.33 µM]
COCc1noc([C@@H]2CN(Cc3ccc4c(c3)CCO4)C[C@H]2C(N)=O)n1,41.2%[activator]
CCOc1ccc(C(=O)N2CCC(c3n[nH]c(=O)n3Cc3ccc(OC)cc3)CC2)cc1,?
CCc1ccc(-c2noc(CSc3nc4ccccc4c(=O)n3CCCO)n2)cc1,15.6%
Cc1nc2c(OCc3ccc(Cl)cc3Cl)cccn2c1N(C)CC1CC1,?
CCOC(=O)[C@]12CCC=C1N(Cc1ccccc1)C(=O)[C@H](CC(=O)NCCCCc1ccccc1)C2,-27.5%
O=C1Cc2cc(S(=O)(=O)N3CCN(C(=O)Nc4ccccc4F)CC3)ccc2N1,98.8%[activator]
NCc1ccc(-c2ccc(OC(F)(F)F)cc2)cc1,10.8%[6.33 µM]
Cn1ncc(N2CCC(C(=O)N3CC=C(c4ccccc4)CC3)C2)cc1=O (stereo not given),11.6%
CCCNC(=O)Cc1ccc(N(Cc2ccc(C)cc2)C(=O)c2ccco2)cc1,25.9%
COc1ccc(-c2noc([C@@H](C)NC(=O)c3cc(C)n(C)n3)c2C(=O)O)cc1,21.3%[176 µM]
CC(=O)Nc1ccc(S(=O)(=O)Nc2nc3ccccc3nc2Nc2cccc(C)c2)cc1,-5.0%
CCc1cccc(OCC(=O)c2ccc3c(c2)N(CC(=O)NCCc2ccccc2)C(=O)CO3)c1,7.6%
CC(O)(c1ccc(F)c(F)c1)c1nc(-c2ccncc2)cs1 (stereo not given),-0.3%
CC(C)c1c(C(=O)NCc2ccccn2)cnn1-c1nccc(-c2ccccc2F)n1,6.3%
CN(Cc1nc2ccccc2n1C)C(=O)C1CC2(CCNCC2)CN1C (stereo not given),32.7%
CCOc1ccc(-c2noc(-c3nc(-c4ccncc4)no3)n2)cc1,?
CC(NC(=O)c1noc(-c2ccc(F)cc2)n1)c1ccc(F)cc1 (stereo not given),39.8%[activator]
C[C@]1(CO)[C@H]2Cc3sc(NC(=O)C4CCCCC4)nc3[C@@H](CC(=O)NCc3cccnc3)[C@]2(C)CC[C@H]1O,7.3%
O=C(CC1=C2CCCCC2N(Cc2ccccc2)C1=O)NC1CCS(=O)(=O)C1 (stereo not given),26.2%
COc1ccc(C)cc1NC(=O)c1ccc(-n2cccn2)cc1,7.7%
CC(=O)c1ccc(NC2OCC(O)C(O)C2O)cc1 (stereo not given),37.5%[activator]
COc1ccc2cnn(CC(=O)Nc3ccc(F)cc3)c(=O)c2c1OC,-15.5%
COc1c(C)cccc1C(=O)N1CCC2(CCNCC2)CC1,-13.3%
Cc1ccccc1C(=O)NCCc1c[nH]c2ccccc12,-25.9%
CN1C(=O)CCC2(C(=O)O)CCCC=C12 (stereo not given),61.4%[activator]
CC(C)CCn1nc(C(=O)OC/C(O)=C(\C#N)c2nc3ccccc3[nH]2)c2ccccc2c1=O,4.3%
Cc1ccccc1SC1CCN(c2cc(C3CC(O)C3)ncn2)CC1 (stereo not given),15.9%
CCN(CC)S(=O)(=O)c1ccc(CNC(=O)c2ccccc2OCc2cn3ccccc3n2)cc1,8.0%
Cc1cccc(CN2CCCN(Cc3ccncc3)C(c3ccccc3)CC(=O)NCC2)c1 (stereo not given),12.7%
Cc1cnc(NC(=O)c2ccc3c(c2)OCCN(CCC(F)(F)F)C3)s1,78.6%[activator][176 µM]
C/C(=N/NC(=O)c1nnn(-c2nonc2N)c1CSc1ccc(Cl)cc1)c1ccncc1,1.3%
O=C(O)C(Cc1c[nH]c2ccccc12)NCc1ccccc1 (stereo not given),?
OC[C@@H]1CN(Cc2cccs2)C[C@H](n2cnc3c(Nc4ccccc4)ncnc32)O1,-10.2%
Cc1ccc(C)c(NC(=O)N2c3ccccc3CC2c2nc(C3CC3)no2)c1 (stereo not given),9.4%
COc1cccc(CN2CCC(c3nnc(SCC4CCCO4)n3C)CC2)c1O (stereo not given),6.5%
Cc1ccc(-c2nnc(C3CN(C(=O)c4ccccc4F)CC34CCOCC4)o2)cc1 (stereo not given),47.1%[activator]
Cc1cc(NC(=O)N(Cc2ccco2)C2CC2)n(C)n1,-14.2%
COc1ccc(-c2cnn3c2NC(=O)CC3C(=O)Nc2ccc(F)c(Cl)c2)cc1OC (stereo not given),4.5%
Cc1ccc(S(=O)(=O)N2CCN(C(=O)CN(Cc3ccco3)Cc3ccco3)CC2)cc1C,?
OC[C@@H]1CN(Cc2ccc(Cl)cc2)C[C@H](n2cnc3c(N4CCOCC4)ncnc32)O1,-0.6%
COc1ccccc1-c1ccnc(-n2ncc(C(=O)NCCc3cccnc3)c2C2CC2)n1,41.5%[activator]

# More structures follow.
SMILES,ALOX12 inh
CCCCCCn1cc(CN2CC(N3CCN(C4CCN(C)CC4)CC3)CS2(=O)=O)nn1 (stereo not given),?
O=C(CSc1ccccn1)c1ccc(C2CC2(Cl)Cl)cc1 (stereo not given),7.7%
Cc1cc(N2CCN(C(=O)OC(C)(C)C)C[C@@H]2C)ccc1N1CCS(=O)(=O)CC1,-18.7%
Cc1ccc(-c2ccc(=O)n(CC(=O)Nc3c(C)cccc3C)n2)cc1S(=O)(=O)N1CCOCC1,1.4%
CC(=O)Nc1cccc(-c2cc(NC=O)c3ncc(-c4ccc(C(C)=O)cc4)n3c2)c1,-14.4%
CC(=O)c1cccc(NC(=O)C(C)N(C)Cc2ccccc2N2CCCCC2)c1 (stereo not given),-5.2%
O=C1COc2ccc(-c3cc4ccccc4o3)nc2CN1CCOc1ccccc1,6.8%[176 µM]
Nc1sccc1C(=O)NCc1ccccc1,-6.2%
Clc1ccccc1N/N=C/c1cccc(/C=N/Nc2ccccc2Cl)c1,?
CCCCCCN(CCC(=O)NCc1ccco1)C(=O)c1ccoc1,15.9%
CCN(CCO)c1ccc(Nc2cc(-c3ccc(-c4ccccc4)cc3)ncn2)cc1,11.2µM*
Cc1ccc(Nc2cc(C(=O)N3CCOCC3)c3ccccc3n2)cc1C,4.0%
NC(=O)Cn1cnc2c(oc3nc(C4CCCCC4)c4c(c32)CCC4)c1=O,-6.7%
CCOC(=O)C1=C(C)N(Cc2ccc(C(=O)N3CCCCC3)cc2)C(=O)CC1c1cccc(C)c1 (stereo not given),-5.4%
Cc1ccc(C(=O)NC(Nc2ccc(C)c(C)c2)C(Cl)(Cl)Cl)cc1 (stereo not given),-5.6%
COCCNc1nc2c([S+](=O)([O-])c3ccc(Cl)cc3)nnn2c2ccccc12,6.6%[6.33 µM]
O=C(/C=C/c1ccc(-c2ccc(Cl)cc2Cl)o1)c1ccc(Br)cc1,8.91µM*
CCCC#Cc1cnc2c(c1)C(=O)N([C@H](C)CO)C[C@@H](C)[C@H](CN(C)S(=O)(=O)c1cccc(OC)c1)O2,?
COc1cccc(O)c1C(=O)NC1CC(c2nnc(Cn3cccn3)n2C)C1 (stereo not given),17.7%
COc1ccc(C(=O)N2CCC(n3cc(-c4nc(C(C)C)no4)nn3)CC2)cc1F,?
Clc1ccccc1-c1noc(-c2nc(-c3ccncc3)no2)n1,14.2%
Cc1c(NS(=O)(=O)c2cc(C(=O)OCC(=O)c3ccccc3F)ccc2Cl)c(=O)n(-c2ccccc2)n1C,-2.4%
O=C(C[C@@H]1O[C@H](CNC(=O)C2CC2)[C@@H](O)[C@H]1O)Nc1ccccc1,25.3%[176 µM]
CCN(CC)CCNC(=O)c1nc2c3c4c(sc3nc(C)n2n1)CCC4,7.1%
O=C(NCCC1=CCCCC1)c1noc(-c2ccc[nH]c2=O)n1,-3.1%
CCNc1nccc(N2CCC(CC(=O)N(CC)CC)CC2)n1,17.2%
Cc1ccc(C2(O)CCN(C(=O)CCC3NC(=O)NC3=O)CC2)nc1 (stereo not given),?
CC(=O)NCCc1ncc(C)n1C1CCCCCCC1,90.1%[activator]
Cc1nc([C@H]2CCN(Cc3ccccc3)C[C@H]2NC(=O)C2CCOCC2)n[nH]1,34.0%[activator]
O=C(NCc1ccc(F)cc1F)C1CCN(C(=O)c2ncn3c2COC(c2ccc(F)cc2)C3)CC1 (stereo not given),-0.4%
COc1cc(F)ccc1-c1cc(C(=O)NCc2cccc(Cl)c2)[nH]n1,-0.1%
CCNC(=O)N1CCc2c(c(-c3nncn3-c3ccccc3)nn2C)C1,32.0%[activator]
O=C(COc1ccccc1)N1CCCN(c2cc(-c3ccc(Br)cc3)[nH]n2)CC1,11.2%
COc1ccc(NC(=O)CCNC(=O)C2CCN(S(=O)(=O)c3ccccc3)CC2)cc1OC,-1.6%
Fc1cccc(/C=C/c2nc3ccccc3o2)c1,-5.6%
CCOC(=O)c1[nH]c(C)c(C(=O)OCC#N)c1C,-2.7%
CCc1nc2ccc(C(=O)N(CC)CCN(C)C)cn2c1N(C)Cc1cccs1,?
CN(/C=C/C(=O)/C=C/N(C)c1ccccc1)c1ccccc1,15.8µM*
O=C1CC(c2cccs2)Cc2c1cnn2-c1nc2ccccc2[nH]1 (stereo not given),11.8%
COc1ccc(C(=O)N2CCC(n3cc(-c4nc(C)no4)nn3)C2)cc1 (stereo not given),11.2%

# 15 neighbouring entries already listed, for reference:
SMILES,ALOX12 inh
Clc1ccccc1-c1noc(-c2nc(-c3ccncc3)no2)n1,14.2%
Cc1c(NS(=O)(=O)c2cc(C(=O)OCC(=O)c3ccccc3F)ccc2Cl)c(=O)n(-c2ccccc2)n1C,-2.4%
O=C(C[C@@H]1O[C@H](CNC(=O)C2CC2)[C@@H](O)[C@H]1O)Nc1ccccc1,25.3%[176 µM]
CCN(CC)CCNC(=O)c1nc2c3c4c(sc3nc(C)n2n1)CCC4,7.1%
O=C(NCCC1=CCCCC1)c1noc(-c2ccc[nH]c2=O)n1,-3.1%
CCNc1nccc(N2CCC(CC(=O)N(CC)CC)CC2)n1,17.2%
Cc1ccc(C2(O)CCN(C(=O)CCC3NC(=O)NC3=O)CC2)nc1 (stereo not given),?
CC(=O)NCCc1ncc(C)n1C1CCCCCCC1,90.1%[activator]
Cc1nc([C@H]2CCN(Cc3ccccc3)C[C@H]2NC(=O)C2CCOCC2)n[nH]1,34.0%[activator]
O=C(NCc1ccc(F)cc1F)C1CCN(C(=O)c2ncn3c2COC(c2ccc(F)cc2)C3)CC1 (stereo not given),-0.4%
COc1cc(F)ccc1-c1cc(C(=O)NCc2cccc(Cl)c2)[nH]n1,-0.1%
CCNC(=O)N1CCc2c(c(-c3nncn3-c3ccccc3)nn2C)C1,32.0%[activator]
O=C(COc1ccccc1)N1CCCN(c2cc(-c3ccc(Br)cc3)[nH]n2)CC1,11.2%
COc1ccc(NC(=O)CCNC(=O)C2CCN(S(=O)(=O)c3ccccc3)CC2)cc1OC,-1.6%
Fc1cccc(/C=C/c2nc3ccccc3o2)c1,-5.6%

# Continued:
SMILES,ALOX12 inh
CC(OC(=O)c1cc(C2CC2)nn1-c1ccccc1)C(N)=O (stereo not given),-35.9%
Cc1ccc(C2C(C#N)=C(N)OC3=C2C(=O)CC(C)(C)C3)o1 (stereo not given),-6.8%
CCCN(C(=O)Cn1nc(Cc2ccncc2)c2ccccc2c1=O)c1ccc(F)cc1,83.7%[activator]
CO/N=C/c1ccccc1OCc1ccc(C(=O)OC)cc1,-24.5%
Cc1cccn2c(CC(=O)N3Cc4[nH]cnc4CC3C(=O)O)cnc12 (stereo not given),?
Cc1cc(C)c(C#N)c(SCc2cc(=O)oc3cc(C)c(O)cc23)n1,-45.6%
CN(Cc1ccccc1)C1CCc2ccccc21 (stereo not given),31.2%[176 µM]
C/C(=C\c1ccco1)CN1CCOc2ccc(C(C)(O)COc3ccccc3)cc2C1 (stereo not given),-1.6%
CCc1ccc(C(CN)c2c[nH]c3ccccc23)cc1 (stereo not given),?
O=C(CSc1nc2cc(Cl)ccc2s1)NCCc1ccccc1,-13.7%
Cc1ccc(NC(=O)Cn2nc3n(c2=O)CCCC3)cc1Cl,40.6%[activator]
